FUS suppressor – suppressors of FUS proteinopathy in yeast; hit rate 0.24% among 390,000; S. cerevisiae FUS-expressing, growth rescue, OD600, 24 h; Potency, µM (highest dose often 76.6 µM), inactives show at the highest dose growth rescue (activation), actives largely listed as activators;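 further: potency means the concentration at half of the fitted maximal effect; plate controls were DMSO vehicle for no effect and reference control for full effect; nearly all actives have a fitted effect of over 55% in size; some results filed as inactive show a strong effect at the top dose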
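Absorbance at 600 nm, taken 24hr after compound addition, measured rescue of FUS-yeast growth at 30C. Induction used 2% galactose with seeding at OD 0.005. Controls: CP55940 from 92uM final, DMSO only.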
WRN helicase inh – blocks human WRN helicase; WRN helicase unwinding, fluorescent forked duplex, kinetic; hit rate 0.46% among 360,000; Potency, µM (series often up to 114 µM), inactives show top-dose activity change, negative = inhibition, hits mostly inhibitors; Q14191; AID 651768; further: potency means the concentration at half of the fitted maximal effect; on the % scale 0 is the no-effect control and ±100 the full control effect; nearly all actives have a fitted effect of over 55% in size
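Enzyme (20 nM final) and test compound sit together 15 min at room temperature before substrate addition. Substrate is a single-forked duplex oligonucleotide (100 nM) labelled with fluorophore and quencher, with 2 mM ATP; helicase unwinding raises red fluorescence, read kinetically.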
IL-2 act – activators of IL-2; IL-2 activation reporter assay, cell-based qHTS; stimulated with anti-CD3/CD4/CD28 beads; in transgenic mouse T cells; activation, % (series mostly up to about 46 µM); hit rate 0.065% among 360,000; in the data active means activation above about 50%; inconclusive means mostly about 30% to 49%; further: 0% is about no effect
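Readout: EGFP and DsRed signals by fluorescent plate cytometry. Unstimulated transgenic mouse T cells received compound 60 min before antibody-bead stimulation, then incubated 18 h at 37 degrees C.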
PLK1 PBD inh – PLK1 (human) polo-box domain binding inhibition. P53350. Plk1 PBD binding of FITC phosphopeptide, fluorescence polarization. Potency, µM, for the others: max response, negative = inhibition, hits mostly inhibitors. hit rate 2.8% among 360,000; further: potency means the concentration at half of the fitted maximal effect; series mostly up to about 57 µM; on the % scale 0 is the no-effect control and ±100 the full control effect; nearly all actives have a fitted effect of over 65% in size
Target sequence (P53350 whole entry, looked up, the tested form may be a part): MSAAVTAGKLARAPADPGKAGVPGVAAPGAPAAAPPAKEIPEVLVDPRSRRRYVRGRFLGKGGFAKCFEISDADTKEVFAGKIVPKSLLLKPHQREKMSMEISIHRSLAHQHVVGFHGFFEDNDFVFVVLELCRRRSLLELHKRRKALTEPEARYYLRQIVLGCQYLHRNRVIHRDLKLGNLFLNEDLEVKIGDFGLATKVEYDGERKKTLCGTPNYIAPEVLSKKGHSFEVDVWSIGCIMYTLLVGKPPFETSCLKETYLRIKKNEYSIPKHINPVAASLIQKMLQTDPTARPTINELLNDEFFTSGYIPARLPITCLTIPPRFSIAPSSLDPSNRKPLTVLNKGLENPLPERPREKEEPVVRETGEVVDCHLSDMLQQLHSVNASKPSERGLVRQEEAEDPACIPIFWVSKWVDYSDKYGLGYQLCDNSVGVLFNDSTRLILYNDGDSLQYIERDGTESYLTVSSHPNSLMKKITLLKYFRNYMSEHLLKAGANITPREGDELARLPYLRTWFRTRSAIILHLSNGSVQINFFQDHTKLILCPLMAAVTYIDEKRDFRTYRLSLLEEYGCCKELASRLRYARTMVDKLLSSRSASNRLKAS
PI5P4Ka inh – blocks human PI5P4K alpha kinase activity | hit rate 1.2% among 330,000 | PI5P4Kalpha enzyme, ADP-Glo luminescence, 60 min; stronger effect = lower value | max response, % | P48426; active means max response of -50% or lower; inconclusive means between -30% and -50%; inactive means -30% or higher; further: value at the top dose of about 77 µM; on the % scale 0 is the no-effect control and ±100 the full control effect
Target sequence (P48426 whole entry, looked up): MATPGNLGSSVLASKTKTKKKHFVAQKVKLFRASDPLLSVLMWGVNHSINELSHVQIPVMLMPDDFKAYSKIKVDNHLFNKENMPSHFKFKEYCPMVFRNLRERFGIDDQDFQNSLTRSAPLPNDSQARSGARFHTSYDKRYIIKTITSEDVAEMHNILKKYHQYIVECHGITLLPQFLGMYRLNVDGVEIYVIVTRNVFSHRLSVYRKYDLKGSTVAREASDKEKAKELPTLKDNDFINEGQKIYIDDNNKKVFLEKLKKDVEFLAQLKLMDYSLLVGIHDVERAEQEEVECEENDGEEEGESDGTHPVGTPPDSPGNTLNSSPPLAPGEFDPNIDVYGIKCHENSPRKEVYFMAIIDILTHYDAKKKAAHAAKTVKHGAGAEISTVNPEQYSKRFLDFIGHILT
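Enzyme plus substrate dispensed, test compounds pinned in, then ATP (5 microM final) added. After 60 min at RT, ADP-Glo reagent 1 for 45 min and reagent 2 for 30 min preceded luminescence imaging.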
EPAC1 agonist – activates human EPAC1 exchange factor; O95398; EPAC1 agonist qHTS, biochemical assay; response scale: 100% = response to 6.5 mM cAMP; Potency, µM (titrated, usually from 154 µM), for the others: top-dose activation, most hits filed as activators; hit rate 0.073% among 360,000; further: potency means the concentration at half of the fitted maximal effect; nearly all actives have a fitted effect of over 60% in size
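Nucleotide exchange assay: 100 nM EPAC1 with 250 nM Rap1B loaded with BODIPY-GDP and 50 uM GDP, room temperature. Fluorescence (480/540 nm) read every 5 min for 30 min; signal change normalized to 6.5 mM cAMP as full agonist.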
EPAC1 antagonist – EPAC1 (human) antagonism; hit rate 0.14% among 360,000; Potency, µM (top dose mostly 115 µM), for inactives: at the highest dose activity change, negative = inhibition, most hits filed as inhibitors; EPAC1 GEF assay, Rap1b-BODIPY-GDP exchange fluorescence; AID 720709; O95398;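 further: potency means the concentration at half of the fitted maximal effect; plate controls were vehicle for no effect and positive control for full effect; nearly all actives have a fitted effect of over 50% in size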
Abeta yeast res – restores growth of yeast expressing A-beta42 peptide; Potency, µM (highest dose often 46.1 µM), for the others: at the highest dose growth rescue, hits mostly activators; hit rate 0.063% among 410,000; yeast expressing A-beta42, growth rescue, OD600, 48 h; response scale: 0% DMSO, 100% iron-clioquinol control; further: potency means the concentration at half of the fitted maximal effect; nearly all actives have a fitted effect of over 55% in size
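Yeast A-beta toxicity model in growth medium with pinned compounds, 48 h at 30 C; growth read as absorbance at 600 nm. Normalized to FeCl3/clioquinol equimolar mix (positive) and DMSO (negative).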
The depositor's hits bear a star; u = inconclusive; x = not tested or not shown; & = joins results of further samples; [ ] = remark or other dose. Unless noted, the call rests on the fitted dose curve; in most records, active means well fitted curve in the direction sought with a large enough effect; inconclusive means small, poorly fitted or top-dose-only effect, or another doubt; inactive means no such curve, though single readings can be large; an effect the other way counts as inactive or inconclusive.

Molecule	FUS suppressor	WRN helicase inh	IL-2 act	PLK1 PBD inh	PI5P4Ka inh	EPAC1 agonist	EPAC1 antagonist	Abeta yeast res
O=C(NCCCN1CCOCC1)C1CCC(=O)N1CCc1ccccc1 (centres undefined)	-25%	0%	-1.1	6%	2	-23%	4%	-11%
O=C(N/N=C/c1ccc(Br)s1)c1c[nH]c2ccccc12	x	-31%	-1.7	-12%	-12	23%	-26%	0%
COC(=O)c1csc(-c2ccc(CO)o2)n1	-18%	3%	-0.1	-8%	-4	4%	-6%	-11%
O=C(NC1CCN(C(=O)C2CCCCC2)CC1)c1ccccc1	10%	-2%	-0.2	-7%	4	-3%	-1%	5%
COc1ccc(CCNC(=O)CN2C(=O)C(=O)N(C3CCCC3)C2=O)cc1OC	-3%	2%	0.3	-1%	-7	-2%	-18%	-6%
O=S(=O)(NCCOc1ccccc1)c1ccc2ccccc2c1	22%	-1%	-0.2	1%	x	1%	-2%	37%
CC1CCCN(CCCNC(=O)c2cn(C)c3ccc(S(=O)(=O)N(C)C4CCCCC4)cc3c2=O)C1 (centres undefined)	16%&3%	9%	-2.3	-1%	-4	-1%	4%	7%&6%
Cc1ccnc(NC(=O)c2ccc3c(c2)S(=O)(=O)c2ccccc2C3=O)c1	5%	-4%	-2.8	-1%	-5	4%	-10%	-13%
COCCNC(=O)/C(C#N)=C/c1nc(N(C)C)n(-c2ccc(F)cc2)c1Cl	9%	-4%	1.4	1%	3	1%	3%	10%
Cc1nn(CC(=O)Nc2nccs2)c(C)c1[N+](=O)[O-]	-4%	5%	0.3	-3%	0	7%	1%	7%

Molecule	FUS suppressor	WRN helicase inh	IL-2 act	PLK1 PBD inh	PI5P4Ka inh	EPAC1 agonist	EPAC1 antagonist	Abeta yeast res
OC[C@H]1OC(O)C[C@@H](O)[C@@H]1O (some centres undefined)	-35%	-7%	0.7	6%	0	1%	0%	0%
CC(=O)c1ccc(OCC(O)Cn2nnc3ccccc32)cc1 (centres undefined)	25%	-2%[57.1 µM]	-0.6	-8%	x	12%	-3%	-26%
Cc1cccc(OCC(=O)OCC(=O)N2CCN(C(=O)c3ccco3)CC2)c1C	3%	13%	-1.8	-13%	1	0%	5%	18%
CCOC(=O)C1CCCCN1Cc1cccc(C(F)(F)F)c1 (centres undefined)	10%	3%	-2.3	0%	x	0%	16%	-3%
COc1cccc(/C=N/NC(=O)c2cc(-c3cccn3C)n[nH]2)c1	45%	1%	3.9	-26%	0	1%	-3%	-1%
CCOC(=O)C1=C(CC)Nc2ccccc2N=C1NC(=O)c1ccc(C)c(S(=O)(=O)N2CCOCC2)c1	16%	-5%	-2.4	1%	-1	1%	3%	12%
COC(=O)c1cc(C(=O)c2cc(Cl)ccc2O)coc1=N	31%	u	1.2	-22%	u	0%	4%	-6%
C/C(N)=C(/C#N)C(=O)CSc1nnc(Cc2ccccc2F)n1N	0%	-6%&-1%	-0.3&-0.1	-4%&-9%	-22&-7	-8%&6%	7%&-20%	-2%&-6%
CC(C)COC(=O)CNc1n[nH]c(=S)[nH]c1=O	-3%	-10%	-0.9	-19%	x	6%	1%	0%
O=C1CCC(=O)N1c1cccc(OS(=O)(=O)c2ccccc2)c1	x	-3%	0.2	-5%	-1	-2%	-23%	5%

Molecule	FUS suppressor	WRN helicase inh	IL-2 act	PLK1 PBD inh	PI5P4Ka inh	EPAC1 agonist	EPAC1 antagonist	Abeta yeast res
Cc1cc(=O)oc2cc(NC(=O)C3CCCC3)ccc12	4%	-2%[57.1 µM]	-2.0	6%	-3	6%	1%	-2%
O=c1[nH]n(-c2cccc(Cl)c2)c2ncccc12	29%	-20%	0.8	-3%	x	13%	3%	9%
C#CCOCCOCCOCCNc1nc(N2CCOCC2)nc(N2CCN(C(=O)[C@H]([C@@H](C)CC)n3cc(CCCCN)nn3)CC2)n1	8%	1%	0.3	4%	-2	-39%[inhibitor]	-1%	1%
Cc1ccc(NC(=O)CSc2nnc(Cc3ccccc3)c(=O)[nH]2)c(C)c1	23%	-5%	-0.1	3%	0	3%	-14%	-13%
O=C(C1Cc2ccccc2CN1S(=O)(=O)c1ccc(F)cc1)N1CCCCCC1 (centres undefined)	19%	-4%	-3.2	-7%	-1	9%	-8%	u
CCCN(CCC)C(=O)Cn1c(=O)n(CCCCC(=O)NC2CCCC2)c(=O)c2ccccc21	-17%	-18%[57.1 µM]	-0.7	-2%	2	0%	7%	8%
COc1cc(S(=O)(=O)N2CCOCC2)cc(C(=O)c2nccn2C)c1OC	3%	-3%[57.1 µM]	1.5	2%	x	3%	15%	14%
O=S(=O)(NCc1ccccc1)[C@@H]1CC2C=CC1C2 (some centres undefined)	-36%	12%	-0.5	-14%	-5	-9%	-4%	7%
CCOc1ccc(N(CC(=O)Nc2cccc(F)c2)S(=O)(=O)c2c(C)noc2C)cc1	-17%	-7%	-0.9	3%	1	-9%	u	16%
CC(C)C[C@H]1CN([C@@H](CC(C)C)CN2CCC[C@H]2CN2C(=O)C(=O)NC[C@@H]2Cc2ccc(O)cc2)C(=O)C(=O)N1CC1CCCCCC1	-1%	4%	-0.3	-13%	4	3%	12%	-1%

Molecule	FUS suppressor	WRN helicase inh	IL-2 act	PLK1 PBD inh	PI5P4Ka inh	EPAC1 agonist	EPAC1 antagonist	Abeta yeast res
CC(C)C(=O)Nc1nnc(CSCc2ccccc2F)s1	27%	5%	1.8	-1%	x	7%	0%	1%
CC(=O)Nc1ccc(NC(=O)COC(=O)c2ccc(S(=O)(=O)N(C)c3ccccc3)cc2)cc1	38%	-14%	-0.5	4%	-2	7%	-16%	3%
CCC(=O)N1CCCC(C)(C(=O)NS(=O)(=O)c2cccs2)C1 (centres undefined)	-18%	-7%	-0.3	1%	3	7%	-15%	-15%
CC(=O)Nc1nnc(COc2ccccc2)s1	2%	-6%	0.7	-6%	6	8%	-3%	-14%
O=C(Nc1cccc2ccccc12)c1nn(C23CC4CC(CC(C4)C2)C3)cc1[N+](=O)[O-]	34%	-7%	1.0	-10%	x	1%	-17%	15%
CC(O)(P(=O)(O)O)P(=O)(O)O	-26%	13%	0.2	-7%	7	12%	10%	-32%[inhibitor]
CS(=O)(=O)N(CC(=O)N1CCC(C(N)=O)CC1)Cc1ccc(Cl)c(Cl)c1	4%	11%	2.8	-2%	0	4%	7%	-12%
COc1ccc([C@H]2CC(=O)C=C(c3ccc(C)c4ccccc34)C2)cc1	29%	-15%	-0.4	u	9	3%	-3%	8%
CCCN1CCC(NC(=O)Cc2cccc(C)c2)CC1	15%	13%	-3.2	-22%	1	2%	1%	-11%
O=C(CCn1c(=S)oc2ccccc21)Nc1ccccc1Br	-24%	-6%	-0.1	-3%	1	4%	2%	6%

Molecule	FUS suppressor	WRN helicase inh	IL-2 act	PLK1 PBD inh	PI5P4Ka inh	EPAC1 agonist	EPAC1 antagonist	Abeta yeast res
CN(Cc1c(C(=O)N/N=C/c2ccc(F)cc2)nnn1-c1nonc1N)C1CCCCC1	-4%	-3%	0.0	4%	-1	-2%	-26%	4%
COc1cc(OC)nc(NC(=O)NS(=O)(=O)c2ccccc2Cl)n1	-9%	1%	7.4	5%	-3	0%	-11%	-14%
CCCn1nnnc1NCc1ccc(N2CCCC2)cc1	u	6%	-0.8	-1%	x	0%	5%	23%
Cc1onc(-c2ccccc2)c1C(=O)NN1CCOCC1	x	-2%	-0.2	-4%	-4	10%	13%	6%
COc1ccc(NC(=O)COc2ccc3oc(=O)cc(C)c3c2)cc1	6%	-17%	0.4	-2%	7	-3%	-5%	6%
COc1ccc(CC(=O)NCc2n[nH]c(=S)n2-c2ccc(Br)cc2)cc1	1%	-3%[57.1 µM]	-0.5	u	-16	3%	-9%	-2%
CC(NC(=O)NC12CC3CC(CC(C3)C1)C2)c1ccc2c(c1)OCO2 (centres undefined)	38%	3%	1.4	-15%	-8	3%	-17%	-17%
CCOc1ccc(OCC)c(S(=O)(=O)n2cc(C)nc2CC)c1	-27%	-4%	-1.6	-5%	2	8%	-7%	3%
COc1ccc(CCC(=O)N2CCCC(Nc3ccc(C)c(C)c3)C2)cc1OC (centres undefined)	14%	8%	-1.1	u	2	4%	4%	2%
CCc1ccc([C@@H]2C[C@H]3[C@@H](CN2S(=O)(=O)c2ccc(C)cc2)C(=O)C[C@@H](c2cccc(Cl)c2)N3S(=O)(=O)c2ccc(C)cc2)cc1	9%	-1%	-1.6	-30%	5	-16%	12%	6%

Profiles, looked up by structure. Order of values: FUS suppressor, WRN helicase inh, IL-2 act, PLK1 PBD inh, PI5P4Ka inh, EPAC1 agonist, EPAC1 antagonist, Abeta yeast res
Shown for `CCCn1nnnc1NCc1ccc(N2CCCC2)cc1` : u, 6%, -0.8, -1%, x, 0%, 5%, 23%
Shown for `COc1ccc(CC(=O)NCc2n[nH]c(=S)n2-c2ccc(Br)cc2)cc1` : 1%, -3%[57.1 µM], -0.5, u, -16, 3%, -9%, -2%

(more compounds)
Molecule	FUS suppressor	WRN helicase inh	IL-2 act	PLK1 PBD inh	PI5P4Ka inh	EPAC1 agonist	EPAC1 antagonist	Abeta yeast res
CC1CC(OC(=O)C(O)c2ccccc2)CC(C)(C)N1C (centres undefined)	-34%	-1%	0.1	2%	4	-1%	4%	-16%
Nc1nonc1-n1nnc(C(=O)N/N=C/c2cccc(F)c2)c1CN1CCCCCC1	-23%	-5%	1.9	-13%	1	-20%	-1%	0%
COc1cc(C(c2c(C)[nH][nH]c2=O)c2c(C)[nH][nH]c2=O)ccc1OC(=O)c1cccc([N+](=O)[O-])c1	u	-9%	-0.1	u	-1	3%	5%	3%
CC(=O)N1c2ccc(S(=O)(=O)N3CCCC3)cc2CC1C(=O)NCc1cccc(F)c1 (centres undefined)	-12%	3%	1.4	24µM*	-16	-1%	-6%	9%
COCC(=O)Nc1ccccc1C(=O)Nc1ccc(OC)cc1	-2%	-1%	0.7	2%	0	4%	10%	-4%
CCN(CC)C(=O)CSc1nc(C)cc(-c2cccs2)c1C#N	13%	-13%	-2.5	21µM*	x	13%	-12%	-24%
Cc1nn(CC(=O)NCc2cccc3ccccc23)c(=O)c2ccccc12	33%	-5%	-2.0	-13%	3	2%	-2%	2%
Cc1cccc(N2C(=O)CC(N3CCN(c4ccccc4)CC3)C2=O)c1 (centres undefined)	3%	-13%	-1.1	-13%	x	0%	-2%	-7%
COc1ccc(-c2nc(N)c(C#N)c(-c3cccnc3)c2C)cc1	3%	0%	2.3	-10%	-8	6%	-5%	u
N#Cc1ccc(Oc2ncccn2)cc1	9%	7%	-0.2	-3%	1	2%	13%	-5%
COc1ccc(C(O)c2ncc(-c3ccccc3C)[nH]2)cc1F (centres undefined)	-30%	-7%	-0.2	5%	-1	-10%	5%	-6%
Cn1c(SCC(=O)NNC(=O)c2ccc(Br)cc2)nnc1-c1cccnc1	-4%	2%	0.0	-3%	0	9%	-5%	6%
